Tat export inh: E. coli Tat export inhibitors, primary screen, MC4100, TorA-mCherry reporter, fluorescence, single point; inhibition, % at 10 µM; hit rate 0.036% among 340,000;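 active = mean replicate inhibition at least 50% and at least half of replicates individually reaching 50%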;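 note: exported cargo escapes ClpAP degradation while cytoplasmic cargo is degraded and loses fluorescence; 0% = median of neutral control wells and 100% = median of NaSCN control wells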
Wnt bcat act: Wnt/beta-catenin pathway activators, primary screen, cell-based, plate reader, single point; Wnt/beta-catenin reporter cell assay, activator; activation, % at 9.35 µM; hit rate 1.2% among 300,000; in the data active = activation above about 30%, passing the limit was not always enough;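 note: 0% = neutral control wells and 100% = positive control wells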
Ecoli viability: E. coli V3065 growth inhibition, primary screen, counter-screen for AddAB inhibitor project, absorbance, OD600; 18 h; inhibition, % at 11.9 µM; hit rate 0.27% among 330,000;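 active = inhibition above the campaign's mean inhibition across all tested compounds plus 3 SD, cut at about 9.9% in these data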;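 note: uninfected addAB+ strain grown without phage in ampicillin broth; 0% = DMSO wells and 100% = ciprofloxacin 0.95 µg/ml wells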
AddAB inh: growth inhibition of E. coli expressing H. pylori AddAB, primary screen, AddAB inhibitor project, absorbance | inhibition, % at 11.9 µM | hit rate 0.29% among 330,000; in the data active = inhibition above about 12%;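 note: 0% = vehicle wells of infected cells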
phage Ecoli inh: growth loss of phage-infected E. coli, primary screen, RecBCD inhibitor project, absorbance, with phage, HTS. hit rate 0.26% among 360,000. inhibition, % at 11.9 µM; in the data active = inhibition above about 11%
CAL PDZ FP-1: untagged CAL PDZ binding inhibitors, primary screen, biochemical, fluorescence polarization, HTS | purified CAL PDZ, TMR-peptide fluorescence polarization, 1 h | AID 602252, 2012 | Golgi-associated PDZ and coiled-coil motif-containing protein (Homo sapiens), Q9HD26 | inhibition, % at 24.9 µM | hit rate 0.92% among 300,000;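 active = mean inhibition of at least 30% with at least half of replicates also reaching 30%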;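 note: 0% = DMSO neutral control and 100% = excess unlabeled competitor peptide PRC23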
CAL PDZ FP-2: CAL PDZ peptide-binding inhibitors, primary screen, biochemical, fluorescence polarization, Cer-tagged CAL PDZ, HTS; AID 504414, 2011; inhibition, % at 20 µM; Golgi-associated PDZ and coiled-coil motif-containing protein (Homo sapiens), Q9HD26; hit rate 0.02% among 330,000; purified CAL PDZ, TMR-peptide fluorescence polarization, 1 h;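 active = highest replicate inhibition of at least 40%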;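 note: plate controls were DMSO neutral control wells for no effect and unlabeled competitor peptide control wells for full effect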
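Material – purified CerCALP PDZ construct · Detection – FP readout, S and P plane fluorescence · Measure – percent inhibition from loss of millipolarization · Controls – unlabelled peptide for full inhibition, DMSO wells as neutral · Probe or stimulus – TMR-labelled reporter peptide T*-PRC34 bound in PDZ groove · Times – 1 h at RT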
SR-BI uptake up: activators of SR-BI mediated DiI-HDL uptake, primary screen, ldlA[mSR-BI] CHO cells, DiI fluorescence | hit rate 0.096% among 320,000 | activation, % at 12.5 µM | 3 h; 100 = double the neutral-control signal;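 active = mean replicate activation of at least 60% and every replicate at or above 60%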;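 note: 0% = median plate neutral-control signal and 100% = twice that signal; values of inactives mirror those of a sister screen read the other way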
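Material: SR-BI-overexpressing, LDLR-lacking CHO cells; schedule: compound exposure 3 h, 37 °C; reagent: DiI-labelled HDL at 10 µg/mL final; technique: bottom-read fluorescence, 550/595 nm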
SR-BI DiI inh: inhibitors of SR-BI mediated HDL lipid uptake, primary screen, ldlA[mSR-BI] cells, fluorescence, single point. hit rate 0.96% among 320,000. inhibition, % at 12.5 µM. ldlA[mSR-BI] CHO cells, DiI-HDL uptake fluorescence, 3 h;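 active = mean replicate inhibition of at least 70% and a set share of replicates each scoring 70 or more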;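 note: 0% = median of neutral control wells and 100% = median of positive control wells; values of inactives mirror those of a sister screen read the other way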
Target sequence (Q61009 whole entry, looked up): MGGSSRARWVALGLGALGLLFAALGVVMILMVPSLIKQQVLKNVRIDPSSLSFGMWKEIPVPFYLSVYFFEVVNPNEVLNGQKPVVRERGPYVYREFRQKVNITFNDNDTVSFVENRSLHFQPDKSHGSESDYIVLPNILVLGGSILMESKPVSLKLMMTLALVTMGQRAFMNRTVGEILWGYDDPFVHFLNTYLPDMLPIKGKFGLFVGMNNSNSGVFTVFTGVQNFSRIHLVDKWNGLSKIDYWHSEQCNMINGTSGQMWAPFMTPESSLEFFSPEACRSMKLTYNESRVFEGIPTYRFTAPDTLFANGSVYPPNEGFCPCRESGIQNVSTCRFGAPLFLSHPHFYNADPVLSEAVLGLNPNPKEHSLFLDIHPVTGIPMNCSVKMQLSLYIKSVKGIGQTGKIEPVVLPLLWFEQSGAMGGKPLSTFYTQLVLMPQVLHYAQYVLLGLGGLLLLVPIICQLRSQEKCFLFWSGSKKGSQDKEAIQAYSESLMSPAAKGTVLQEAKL
MITF act: activators of MITF-driven TRPM1 promoter reporter, primary screen, cell-based, SK-MEL-5, luciferase, single point; SK-MEL-5 TRPM1-promoter luciferase, 24 h; % of positive control, neutral wells = 0; activation, % at 12.5 µM; hit rate 0.75% among 300,000; AID 588334, 2011;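 active = mean activation of at least 80% with every replicate also reaching 80%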;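 note: 0% = neutral control wells and 100% = parthenolide positive control wells; values of inactives mirror those of a sister screen read the other way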
* hit, by the source's call; nt = not tested or not shown; & = joins results of further samples.

molecule | phage Ecoli inh | Wnt bcat act | SR-BI DiI inh | MITF act | AddAB inh | CAL PDZ FP-2 | CAL PDZ FP-1 | SR-BI uptake up | Tat export inh | Ecoli viability
O=C(Cc1ccc(Cl)cc1)NNC(=O)Nc1cccc2ccccc12 | -0.6 | -2 | 5 | nt | 0.9 | 1.5 | -2 | -5 | -8 | -1.7
CCCOC1CCCN(C(=O)c2ccc(OC3CCN(Cc4ccccn4)CC3)cc2)C1 (stereo not drawn) | 1.0 | -1 | -5 | -1 | 1.7 | -0.9 | -3 | 5 | 12 | 2.0
COc1ccc(C(=O)C2CCCN(C(=O)c3ccoc3C)C2)cc1F (stereo not drawn) | 1.4 | 0 | nt | -5 | 0.1 | nt | 119* | nt | 3 | 1.5
COc1ccc(Nc2ncnc3c2c(C)c(C)n3CCCN(C)C)cc1 | 0.4 | 0 | -9 | 36 | -0.2 | -0.9 | -2 | 9 | 1 | -1.9
Cn1c(N)c(C(=O)COC(=O)c2ccc(Cl)c(S(=O)(=O)N3CCCCC3)c2)c(=O)n(C)c1=O | 1.5 | nt | 25 | 9 | 4.2 | -2.2 | -23 | -25 | -1 | 0.0
O=S(=O)(c1cccc2nsnc12)N1CCc2ccccc21 | 2.6 | 0 | -2 | 2 | nt | nt | -2 | 2 | -2 | nt
Nc1cccc2cnccc12 | -1.1 | 4 | -16 | -7 | 1.5 | 0.2 | 2 | 16 | -12 | 0.6
COc1cccc(N2CCN(C(=O)c3cc4c(s3)CCCCC4)CC2)c1 | 1.4 | 10 | 43 | 20 | 1.8 | -3.2 | nt | -43 | 8 | 0.0
COc1ccc(S(=O)(=O)N2CCOCC2)c(Cl)c1Cl | 1.6 | nt | 5 | -1 | 1.4 | 0.7 | -3 | -5 | -10 | -2.5
Cc1cc(CNC(=O)C2(C(F)(F)F)C/C(=C\CCO)CCCO2)nn1C (stereo not drawn) | 1.3 | -1 | -4 | 3 | 1.6 | -2.6 | -1 | 4 | 7 | -0.8
Cc1nn(-c2ccccc2)c(C)c1/C=N\N1CCN(c2ccc(Cl)cc2)CC1 | 4.8 | nt | 80* | -5 | 1.8 | -0.3 | -2 | -80 | 3 | -3.9
O=C(c1ccoc1)N1CCC(CO)(CCc2ccccc2)CC1 | -0.5 | 5 | 1 | 15 | 0.0 | -0.9 | -2 | -1 | 6 | 0.8
Cn1c(=O)oc2cc(S(=O)(=O)N3CCC(C(=O)NCc4ccc(F)cc4)CC3)ccc21 | 4.8 | -5 | -12 | -11 | -0.3 | -1.1 | nt | 12 | 2 | -2.1
Cc1c(C(=O)C(=O)N2CCN(Cc3ccc4c(c3)OCO4)CC2)c2ccccc2n1C | 1.6 | -2 | -15 | -6 | -0.3 | -3.2 | -4 | 15 | -3 | 0.2
Cc1c(Cl)c([N+](=O)[O-])nn1CC(=O)NCCCN1CCOCC1 | -1.7 | 8 | -2 | 8 | 1.3 | -1.1 | 1 | 2 | -2 | -1.3
O=C(CCN1CCN(c2ccccc2)CC1)NNC(=O)c1cccc2ccccc12 | 1.7 | -2 | nt | 0 | 1.6 | 0.3 | -3 | nt | 6 | -0.1
CCCNC(=O)COc1ccc2c(=O)c(Oc3ccccc3F)coc2c1 | 3.9 | -2 | -3 | -5 | 3.0 | -1.0 | 4 | 3 | -2 | 0.0
O=[N+]([O-])c1ccc(N2CCN(Cc3ccccc3)CC2)c(S(=O)(=O)N2CCOCC2)c1 | 1.4 | nt | 66 | 4 | 4.3 | -0.4 | -2 | -66 | 16 | -0.9
NNC(=O)c1csc(-c2ncc(C(F)(F)F)cc2Cl)n1 | 4.2 | 1 | nt | nt | 0.3 | nt | nt | nt | nt | 1.5
O=C(c1c(F)cccc1F)N(Cc1ccccc1)Cc1ccccc1 | 2.9 | 1 | -16 | -12 | 2.7 | 0.0 | -4 | 16 | 13 | -0.4
CN(C(=O)C1CCC(CNS(=O)(=O)c2cccc3cccnc23)CC1)C1CCCCC1 (stereo not drawn) | 1.4 | -1 | 9 | -6 | -0.1 | -3.3 | -3 | -9 | -1 | -1.5
CS(=O)(=O)Cc1ccc(C(=O)NC2CCCc3ccccc32)cc1 (stereo not drawn) | 1.8 | 2 | -12 | 4 | 4.6 | -0.8 | -6 | 12 | 1 | -0.8
N#Cc1cc2c(nc1SCc1ccccc1)CCC2 | 3.7 | nt | -18 | nt | 0.0 | 0.1 | nt | 18 | 1 | -1.1
COCCN(C(=O)COC(=O)C(C)(C)Oc1ccc(Cl)cc1)c1c(N)n(Cc2ccccc2)c(=O)[nH]c1=O | 5.5 | 3 | 4 | 3 | nt | -0.6 | nt | -4 | -9 | nt
O=C1COc2ccc3ccccc3c2CN1 | 1.4 | -1 | -5 | nt | 2.9 | -3.2 | 0 | 5 | 2 | 0.5
CN(C)Cc1nc2ccccc2c(=O)n1Cc1nc(-c2cc3ccccc3o2)cs1 | 2.0 | 7 | 2 | nt | -1.1 | -3.8 | 1 | -2 | -6 | -2.9
CCc1ccccc1N(CC)C(=O)c1cn(C)c(=O)c2cc(OC)c(OC)cc12 | 1.0 | 5&-3 | -4 | -1 | 0.1 | -3.0 | -2 | 4 | -2 | -0.4
COc1ccc(Cl)cc1NC(=O)/C=C\C(=O)O | 0.6 | nt | -11 | 5 | -0.9 | 0.2 | nt | 11 | 0 | -2.0
O=C(Nc1cccc(-c2cnc3ccccc3n2)c1)c1cccc(NC(=O)c2ccco2)c1 | 1.9 | 12 | 60 | nt | 1.8 | -4.9 | 1 | -60 | 0 | -1.6
COc1cc(C2Nc3ccccc3NC3=C2C(=O)CC(C)(C)C3)cc(OC)c1OC (stereo not drawn) | 2.1 | -2 | 12 | -15 | 0.7 | 0.9 | 0 | -12 | 2 | -0.6
NC(=O)c1c(NC(=S)Nc2ccc(F)cc2)sc2c1CCCC2 | 2.4 | 1 | 35 | 12 | 1.9 | 0.4 | -2 | -35 | 1 | -2.0
O=C(COC(=O)C1=COCCO1)Nc1ncc(C(F)(F)F)cc1Cl | 1.0 | nt | -12 | -6 | 0.1 | -1.6 | 1 | 12 | 6 | 0.9
Cc1cccc(/C=N/NC(=O)Cn2nccc2C)n1 | 1.5 | -5 | 10 | 9 | 0.9 | -0.6 | 0 | -10 | 1 | -2.9
Cc1ccc(C(=O)Nc2nc3ccccc3n2CCN2CCCC2)cc1 | -5.1 | -3 | 25 | 50 | -4.5 | nt | -2 | -25 | -4 | -4.7
Cc1ccccc1NC(=O)CN1C(=O)NC(C)(CCc2ccccc2)C1=O (stereo not drawn) | 2.0 | -1 | -9 | 2 | 1.7 | 0.3 | -8 | 9 | -3 | 0.7
CSC1=C(C#N)C(c2ccc(C(C)C)cc2)CC(=O)N1 (stereo not drawn) | 2.7 | -2 | -12 | nt | 0.8 | -1.1 | nt | 14 | 2 | 1.0
CC(=O)n1cc(/C=N/NC(N)=S)c2ccccc21 | 1.9 | -16 | 12 | -30 | 0.7 | -2.2 | -2 | -12 | 16 | -1.2
O=C(CN1C(=O)C2C3c4ccccc4C(c4ccccc43)C2C1=O)Nc1cccc(C(=O)O)c1 (stereo not drawn) | 3.6 | nt | -5 | 6 | 3.4 | -1.2 | -5 | 5 | -19 | 1.2
Cc1nc(C)c(C(=O)N(c2ccc(F)cc2)C(C(=O)NCC2CCCO2)c2ccccc2)s1 (stereo not drawn) | 3.3 | 0 | -5 | -4 | 5.4 | 0.0 | nt | 5 | -3 | -1.3
Nc1cc(N)cc(-c2nc3ccccc3o2)c1 | 2.6 | 3 | -1 | -7 | 4.8 | -0.7 | nt | 1 | 2 | 2.5
COc1ccc(OC)c(-c2nc(C(=O)NCCCN3CCOCC3)cc3c2[nH]c2ccccc23)c1 | 2.0 | -2 | 50 | -14 | 3.0 | -16 | -33 | -50 | 7 | -3.0
Cc1c(Br)c([N+](=O)[O-])nn1CC(=O)NCc1ccco1 | 3.6 | -1 | -17 | -2 | 1.6 | 0.0 | -5 | 17 | -13 | 2.2
CCOc1ccc(OCCOCCN2CCc3ccccc3C2)cc1 | 2.3 | nt | 8 | nt | 3.6 | 3.0 | 2 | -8 | -5 | 0.8
COC(=O)c1ccc(COc2cccc(OC)c2)o1 | 0.1 | nt | -26 | 50 | 1.2 | 0.1 | -7 | 26 | 5 | 1.6
CCOc1ccccc1C(=O)OCC(=O)Nc1cccc(S(=O)(=O)N2CCCC2)c1 | 2.7 | 2 | 16 | -16 | 1.3 | -2.5 | nt | -16 | 4 | -0.1
COCCNC(=O)C(c1cccs1)N(C(=O)Cn1nnc2ccccc21)c1ccc2c(c1)OCO2 (stereo not drawn) | 2.0 | -1 | -18 | -7 | 2.2 | -3.9 | 6 | 18 | 1 | -1.2
CNC(=O)c1cc2ccc(OC)cc2oc1=O | 0.8 | 1 | nt | 6 | 2.4 | -3.5 | 10 | nt | -1 | 0.1
COc1ccccc1N1CCN(C(=O)C(=O)c2cn(CC(=O)N3CCCC3)c3ccccc23)CC1 | -3.1 | -1 | 38 | -3 | 2.3 | 0.8 | nt | nt | -14 | 1.5
CCn1cc(C2=NC(C)(C)CO2)c2ccccc21 | 4.5 | 0 | -12 | -12 | 2.8 | -0.3 | 3 | 12 | -1 | 1.2
Cc1ccc(S(=O)(=O)c2c(C)cc(C)nc2N2CCCCC2)cc1 | 1.6 | 0 | 3 | -14 | nt | -2.3 | 3 | -3 | 4 | nt

Next part.
molecule | phage Ecoli inh | Wnt bcat act | SR-BI DiI inh | MITF act | AddAB inh | CAL PDZ FP-2 | CAL PDZ FP-1 | SR-BI uptake up | Tat export inh | Ecoli viability
COc1ccc(C(=O)OCC(=O)NC(=O)NCc2ccccc2)cc1[N+](=O)[O-] | -0.2 | -1 | 0 | 15 | 0.0 | -0.6 | nt | 0 | 1 | -2.3
CCCCNC(=O)C1CCN(Cc2ccc(OCc3ccccc3)cc2)CC1 | 2.7 | nt | -14 | 77 | 2.9 | -0.3 | -4 | 14 | 3 | 2.7
O=C(O)c1cccc(Cn2c(Cl)c(/C=N/NC(=O)c3cc4ccccc4cc3O)sc2=O)c1 | 1.1 | 0 | 23 | 7 | 1.4 | nt | 47* | -23 | -4 | 1.0
CN(C)C(CNC(=O)c1cccs1)c1ccco1 (stereo not drawn) | 2.2 | 5 | 1 | 1 | -1.4 | -1.7 | nt | -1 | -9 | -1.4
